Tau ThT inhib: tau fibrillization inhibition (ThT binding); AID 1460; recombinant tau K18 P301L, heparin-induced fibrillization, ThT fluorescence; Potency, µM (highest dose often 57.4 µM), inactives show at the top dose activity, negative = inhibition, usual class: inhibitors; 270,000 tested, 2.1% active; P10636; also: % is scaled to controls: 0 for no effect and ±100 for the full control effect; nearly all actives have a fitted effect of over 55% in size
Target sequence (P10636 561-689 P618L limits assumed): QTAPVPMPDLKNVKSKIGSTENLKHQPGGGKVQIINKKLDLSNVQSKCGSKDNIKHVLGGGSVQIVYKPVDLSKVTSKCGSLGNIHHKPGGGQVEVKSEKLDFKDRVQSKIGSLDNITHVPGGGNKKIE
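Tau K18 P301L fragment (15 uM unlabeled plus 0.24 uM Alexa 594-labeled) in 100 mM sodium acetate pH 7 with compound, fibrillization induced by 20 uM heparin for 6 hr at 37 C. Thioflavin T (30 uM) added, fluorescence read after 1 hr (ex 450, em 510 nm).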
GAA inhib: inhibitors of human lysosomal alpha-glucosidase; purified human GAA, 4-MU-alpha-glucoside fluorescence; Potency, µM (doses to about 76.9 µM), for inactives: top-dose activity change, negative = inhibition, usual class: inhibitors; 200,000 tested, 0.005% active; AID 1466;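 also: plate controls were uninhibited enzyme wells for no effect and no-enzyme background for full effect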
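Fluorogenic assay: 4 nM human alpha-glucosidase with 400 uM 4-methylumbelliferyl-alpha-D-pyranoside in 50 mM citrate/phosphate, 0.005% Tween-20, pH 5.0, 20 min at room temperature. Compounds tested up to 77 uM; AC50 from Hill fits.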
aGal spleen mod: inhibitors or activators of human alpha-galactosidase in spleen homogenate | P06280 | human spleen homogenate, 4MU-alpha-Gal fluorescence, 40 min | Potency, µM (titrated, usually from 80 µM), for the others: at the highest dose activity change, negative = inhibition, hits mostly inhibitors | 240,000 tested, 0.008% active;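 also: 0% = enzyme with vehicle and -100% = no enzyme basal signal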
Target sequence (P06280 32-429 limits assumed): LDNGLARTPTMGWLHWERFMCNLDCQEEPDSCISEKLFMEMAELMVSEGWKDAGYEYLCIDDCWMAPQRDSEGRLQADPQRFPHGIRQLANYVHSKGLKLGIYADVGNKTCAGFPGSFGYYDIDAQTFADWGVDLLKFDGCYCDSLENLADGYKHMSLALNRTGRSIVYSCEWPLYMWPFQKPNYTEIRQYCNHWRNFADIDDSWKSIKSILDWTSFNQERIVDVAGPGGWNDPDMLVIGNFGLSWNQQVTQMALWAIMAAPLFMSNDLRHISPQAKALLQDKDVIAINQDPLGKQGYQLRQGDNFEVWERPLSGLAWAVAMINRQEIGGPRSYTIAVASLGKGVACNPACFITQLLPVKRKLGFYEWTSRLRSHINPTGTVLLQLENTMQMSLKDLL
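Human spleen homogenate (1 ug) as enzyme source, 4-methylumbelliferyl-alpha-D-galactopyranoside 1 mM final, citrate/phosphate pH 5.0 with 0.01% Tween-20. Compounds 40 min at 37C, NaOH/glycine stop; fluorescence Ex 365/Em 440, Hill-fit AC50.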
Tau fibril FP: tau fibrillization inhibition (FP); P10636; K18 P301L tau heparin fibrillization, Alexa594 FP, 6 h; Potency, µM (highest dose often 57.7 µM), without a hit: at the highest dose activity, negative = inhibition, hits mostly inhibitors; 280,000 tested, 0.39% active; AID 1468; also: % is scaled to controls: 0 for no effect and ±100 for the full control effect; nearly all actives have a fitted effect of over 55% in size
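Quantitative HTS format: compounds meet 15 uM recombinant K18 P301L tau and Alexa 594-tau tracer in 100 mM sodium acetate pH 7; 20 uM heparin triggers fibrillization at 37 C over 6 hr; FP gives the signal.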
Tau fluor counter: counter-screen for tau fibril formation inhibitors; tau K18 P301L (four-repeat tau fragment) Alexa594 fluorescence, heparin fibrillization; AID 1463; Potency, µM (top dose mostly 57.7 µM), without a hit: at the highest dose activity change, negative = decrease; 280,000 tested, 0.93% active; also: % is scaled to controls: 0 for no effect and ±100 for the full control effect; nearly all actives have a fitted effect of over 55% in size
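Human K18 P301L tau (15 uM unlabeled plus 0.24 uM Alexa 594-labeled, final) in 100 mM sodium acetate pH 7 was mixed with compound and 20 uM heparin and incubated 6 hr at 37 C.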
HTT cytoprotect: Huntington cell model cytoprotection by ATP luminescence; PC12 HTT-Q103 induced, cytoprotection, ATP luminescence, 40 h; Potency, µM (top dose mostly 56.4 µM), inactives show cytoprotection (ATP increase), most hits filed as activators; 230,000 tested, 0.14% active; AID 1471;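 also: % of control where 0% means no effect; nearly all actives have a fitted effect of over 45% in size; toxic huntingtin expression switched on by the ecdysone agonist tebufenozide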
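Rat PC12, Q103 Htt exon1-GFP fusion, ecdysone promoter; tebufenozide inducer 100 nM final; compound titration; qHTS, 1500 cells/well; ATPlite luminescent read.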
aGlu spleen mod: inhibitors or activators of human alpha-glucosidase in spleen homogenate | P10253 | 240,000 tested, 0.006% active | human spleen homogenate, 4-MU-alpha-glucoside fluorescence | Potency, µM (doses to about 79.9 µM), for the others: at the highest dose activity change, negative = inhibition, hits mostly inhibitors | AID 2112;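 also: 0% = enzyme with vehicle and -100% = no enzyme basal signal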
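AC50 values come from Hill-equation fits of concentration-response data, normalized to no-enzyme and full-activity controls. Enzyme source: 1 ug human spleen homogenate; 1 mM fluorogenic 4-MU glucoside, pH 5.0 citrate buffer, 37 C, 40 min.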
GAA glycogen: GAA glycogen-cleavage inhibition or activation; 300,000 tested, 0.38% active; recombinant GAA, glycogen substrate, Amplex Red glucose oxidase fluorescence; Potency, µM (top dose mostly 76.4 µM), for the others: top-dose activity change, negative = inhibition, hits mostly inhibitors; P10253;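 also: 0% = full enzyme reaction and -100% = no-enzyme basal signal; the screen sought inhibitors and activators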
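Natural-substrate format: glycogen cleavage by 4 nM human enzyme, glucose read by Amplex Red coupling (Ex 573, Em 610 nm). Normalized to enzyme and no-enzyme controls.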
* = called active by the depositor; ? = inconclusive; . = not tested or not shown; [ ] = dose if it differs, or a comment. Calls follow the shape of the dose curve; as a rule, active = well fitted curve in the direction sought with a large enough effect; inconclusive = small, poorly fitted or top-dose-only effect, or another doubt; inactive = no such curve, though single readings can be large; an effect the other way counts as inactive or inconclusive. Potency is read from the fitted curve at half-maximal effect.

SMILES	Tau ThT inhib	GAA inhib	aGal spleen mod	Tau fibril FP	Tau fluor counter	HTT cytoprotect	aGlu spleen mod	GAA glycogen
O=C(O)c1ccc2c3c(cccc13)C(=O)N(OS(=O)(=O)c1ccccc1)C2=O	?	6%	11%	?	-8%	9%[10 µM]	8%	-17%
NC(=O)Cc1nc2scc(-c3ccc(Cl)cc3)c2c(=O)[nH]1	-16%	7%	8%	-2%	-8%	-14%	0%	-7%
NC(=O)c1ccccc1NC(=O)/C=C/c1cccc(Cl)c1	4%	-3%	7%	-1%	-15%	-48%[inhibitor]	0%	1%
COc1ccccc1/C=C/C(=O)Nc1ccc2c(c1)OCCO2	?	-4%	-1%	3%	?	0%[0.074 µM]	-9%	-3%
CC(C)C(=O)Nc1cccc(NC(=S)NC(=O)c2ccccc2Cl)c1	-24%	-4%	-11%	0%	-17%	-62%[inhibitor]	-10%	5%
CC(C(=O)NC1CCCCCC1)N(c1ccccc1)S(C)(=O)=O (stereo unspecified)	2%	-8%	-10%	-10%	-3%	-18%[10 µM]	-14%	3%
O=C(CS(=O)(=O)c1cccc(C(F)(F)F)c1)Nc1ccccc1Cl	-1%	1%	-4%	0%	-10%	1%	-13%	1%
CCNC(=O)CCSc1nnc(-c2ccco2)o1	-11%	-8%	3%	1%	-14%	-19%[10 µM]	-2%	-2%
CCc1ccccc1NC(=O)N1CC(CC)Oc2ccc(Cl)cc21 (stereo unspecified)	-7%	.	.	-1%	-23%	.	.	-19%[76.3 µM]
Cc1nnc(N2C(=O)c3oc4ccccc4c(=O)c3C2c2ccc(F)cc2)s1 (stereo unspecified)	-7%	.	.	-8%	-5%	.	.	-18%[76.3 µM]
CC1=NCC(C)c2c1[nH]c1ccccc21 (stereo unspecified)	?	-1%	0%	3%	-15%	-7%	-11%	4%
Cc1cccc(NC(=O)CN(C)S(=O)(=O)c2cccc3nsnc23)c1C	-4%	-5%	9%	-3%	-2%	6%	-3%	2%
CCOC(=O)CNc1nc(-c2ccncc2)nc2ccccc12	-12%	1%	1%	0%	-10%	-10%	-2%	1%
CC1Cc2ccccc2N1C(=O)c1cc2sccc2n1Cc1ccccc1 (stereo unspecified)	0%	-9%	-2%	13%	-9%	1%	-2%	-3%
Cc1ccc(CNC(=O)C(NS(=O)(=O)c2cccc3nsnc23)c2ccccc2)cc1 (stereo unspecified)	?	-1%	3%	1%	-25%	.	-5%	3%

Some of these compounds in order of length of the SMILES, high to low.
SMILES	Tau ThT inhib	GAA inhib	aGal spleen mod	Tau fibril FP	Tau fluor counter	HTT cytoprotect	aGlu spleen mod	GAA glycogen
O=C(O)c1ccc2c3c(cccc13)C(=O)N(OS(=O)(=O)c1ccccc1)C2=O	?	6%	11%	?	-8%	9%[10 µM]	8%	-17%
O=C(CS(=O)(=O)c1cccc(C(F)(F)F)c1)Nc1ccccc1Cl	-1%	1%	-4%	0%	-10%	1%	-13%	1%
CC1Cc2ccccc2N1C(=O)c1cc2sccc2n1Cc1ccccc1 (stereo unspecified)	0%	-9%	-2%	13%	-9%	1%	-2%	-3%
COc1ccccc1/C=C/C(=O)Nc1ccc2c(c1)OCCO2	?	-4%	-1%	3%	?	0%[0.074 µM]	-9%	-3%

Carrying on:
SMILES	Tau ThT inhib	GAA inhib	aGal spleen mod	Tau fibril FP	Tau fluor counter	HTT cytoprotect	aGlu spleen mod	GAA glycogen
O=C(NC1(C(F)(F)F)C(=O)Nc2c1c(=O)[nH]c(=O)n2CCc1ccccc1)c1ccc(Cl)cc1Cl (stereo unspecified)	-9%	.	.	-1%	-11%	.	.	14%[76.3 µM]
COCCCNC(=O)C(C#N)c1nc2ccccc2nc1N1CCCC1 (stereo unspecified)	?	-1%	-8%	1%	-13%	-32%	-17%	-14%
Cc1nc(SC(C)C(=O)Nc2cccc(C(F)(F)F)c2)c2c(C)c(C(=O)O)sc2n1 (stereo unspecified)	-11%	.	2%	-1%	-7%	10%[10 µM]	0%	2%
C[C@H]1C2=C3C(C[C@H]4C(=O)N(c5ccccc5)C(=O)[C@H]4[C@H]3[C@@]3(Cc4ccccc4)C(=NCCc4c[nH]c5ccccc45)OC(=O)N3C2=O)[C@H]2C(=O)N(c3ccccc3)C(=O)[C@H]21 (stereo partly specified)	-1%	.	-1%	-1%	-20%	16%	0%	.
CCCCOC(=O)c1cccc(NC(=O)/C=C/c2ccccc2Cl)c1	7%	.	.	10µM*	?	.	.	-9%[76.3 µM]
CCc1ccc(S(=O)(=O)c2cn(C)c3cc(OC)c(OC)cc3c2=O)cc1	-10%	.	.	-8%	-17%	.	.	-8%[76.3 µM]
Cc1oc(-c2cccs2)nc1CN1CCN(CC(C)C)C(CCO)C1 (stereo unspecified)	-5%	.	11%	0%	3%	1%[10 µM]	-1%	-7%
COc1cccc(CN2CCNC(=O)C2CC(=O)NCCc2nc(C)c(C)s2)c1OC (stereo unspecified)	-12%	5%	12%	2%	3%	22%[10 µM]	8%	6%
CCn1cc(Br)c(C(=O)NC(=S)Nc2ccc(C(=O)OC)cc2)n1	-2%	5%	-5%	8%	8%	.	-3%	-5%
CCCCCCC(=O)N/N=C/c1ccco1	-5%	2%	-1%	1%	-1%	21%[10 µM]	-2%	-2%
CC(=O)/C(C#N)=C1\NC(=O)C(Cc2ccc(F)cc2)S1 (stereo unspecified)	.	.	-2%	-9%	-27%	-24%[10 µM]	-2%	5%
Cc1cn2c(-c3ccncc3)nnc2s1	-2%	12%	4%	4%	2%	6%	-2%	6%
Cc1csc2ncc(C(=O)NCc3ccccn3)c(=O)n12	-7%	?	?	2%	-1%	9%[10 µM]	-8%	-3%
CCOc1ccc(NC(=O)c2sccc2-n2cccc2)cc1	-17%	0%	-15%	4%	-25%	-18%	-6%	-10%
Cc1ccc(NC(=O)c2ccccc2N(C)S(C)(=O)=O)cc1C	-3%	3%	0%	-1%	-6%	13%	-4%	1%

Next part (2 carried over from the part before).
SMILES	Tau ThT inhib	GAA inhib	aGal spleen mod	Tau fibril FP	Tau fluor counter	HTT cytoprotect	aGlu spleen mod	GAA glycogen
CCOc1ccc(NC(=O)c2sccc2-n2cccc2)cc1	-17%	0%	-15%	4%	-25%	-18%	-6%	-10%
Cc1ccc(NC(=O)c2ccccc2N(C)S(C)(=O)=O)cc1C	-3%	3%	0%	-1%	-6%	13%	-4%	1%
COc1ccc(N2CCN(C(=O)c3cc4c(-c5cccc(OC)c5)nn(C)c4s3)CC2)cc1	?	?	0%	?	-27%	-12%	-2%	-7%
COc1ccc(N(CC(=O)Nc2ccc(F)cc2)S(=O)(=O)c2ccccc2[N+](=O)[O-])c(OC)c1	2%	7%	-2%	-12%	?	14%[10 µM]	0%	-20%
COc1cccc(CN2C(=O)CCC2(C)C(=O)NC2CCCCCC2)c1 (stereo unspecified)	-6%	3%	2%	-1%	-6%	1%	0%	-5%
Nc1nc2ccc(Oc3ccccc3)cc2s1	-21%	-11%	1%	5%	?	-37%[inhibitor][10 µM]	-4%	1%
Cc1ccccc1-n1nc(CO)c(C(=O)NCc2cccnc2)n1	0%	.	.	1%	-2%	.	.	7%[76.3 µM]
COC(=O)c1c(N)sc2c1CC(C)(C)OC2	-6%	-2%	-5%	-5%	-9%	-11%	.	?
CCOC(=O)NC(=O)C(=CNc1ccc(C)cc1)C(=O)NC(=O)OCC	-3%	1%	2%	7%	3%	.	-3%	-3%
CCCCCCCCCCCCCCCC(=O)NC(C)C(=O)O (stereo unspecified)	-1%	.	-8%	5%	-1%	2%	8%	.
COc1ccc(/C=N/n2c(=S)n(C)c3ccccc32)cc1OC	?	-1%	-1%	-2%	?	-18%	-1%	1%
Cc1cc(C)c(NC(=O)c2sc3nc(C)cc(C)c3c2NC(=O)c2ccccc2)c(C)c1	-7%	.	.	-7%	-8%	.	.	-1%[76.3 µM]
O=C(c1cc2nc(-c3cccs3)cc(C(F)(F)Cl)n2n1)N1CCCc2ccccc21	?	-15%	-5%	2%	-15%	0%[10 µM]	-3%	-3%
Cc1ccc(NC(=S)N/N=C2/CCCc3c(C)cc(C)cc32)cc1	-15%	4%	1%	0%	-2%	19%	?	5%
CCOC(=O)Nc1ccc2c(c1)nc(CN1CCCCC1)n2C	-9%	8%	2%	10%	-7%	6%	-4%	-16%
CC(C)CC(NC(=O)C(CC(C)C)NC(=O)OC(C)(C)C)C(N)=O (stereo unspecified)	-11%	5%	-8%	-2%	-10%	-6%[10 µM]	-2%	7%
CCCN(Cc1ccc(N(CC)CC)cc1)CC1CC1	-7%	-7%	2%	1%	-4%	17%	-4%	-1%
Cc1ccc(N=Cc2cc(C)n(C3CCCC3)c2C)cc1	-7%	13%	-1%	-11%	-7%	-12%	-4%	-1%
CCCc1nc2oc3cc(OC)ccc3c(=O)c2c(=O)n1CCc1ccccc1	?	.	9%	-5%	-21%	-23%[10 µM]	4%	8%
CC(C)NC(=O)COC(=O)c1cc(=O)[nH]c2ccccc12	3%	2%	26%	5%	2%	-33%	-2%	7%
C(#Cc1ccccc1)CN1CCN(c2ccccn2)CC1	-9%	-5%	3%	1%	-9%	-13%	-7%	4%
O=C(C(Sc1ccccc1)c1ccc(Br)cc1)N1CCOCC1 (stereo unspecified)	1%	0%	-2%	5%	-3%	14%[1.9 µM]	-8%	10%
CC(C)C(=O)NC(c1ccc([N+](=O)[O-])cc1)c1c(O)ccc2ccccc12 (stereo unspecified)	20µM*	-8%	-1%	?	?	-40%[inhibitor]	-5%	6%
COc1ccccc1N(CC(=O)Nc1ccccc1C(=O)NC(C)C)S(C)(=O)=O	-2%	-2%	24%	-7%	-2%	-7%[10 µM]	-17%	-1%
COCCn1nnnc1C1(N(Cc2cc3cc(C)ccc3[nH]c2=O)CC2CCCO2)CCN(C)CC1 (stereo unspecified)	?	-1%	3%	-9%	-3%	-8%[10 µM]	5%	-6%
N#C/C(=C\c1coc2ccccc2c1=O)C(N)=S	-14%	-9%	3%	-7%	-10%	1%	.	-26%
O=C(/C=C/c1ccccc1)Nc1ccc2c(c1)OCCO2	?	7%	4%	5%	-28%	-73%[inhibitor][10 µM]	6%	-2%
Cc1ccc(NC(=O)CSc2nnc(C)s2)c(C)c1	1%	.	.	9%	0%	.	.	15%[76.3 µM]
